# Growth percent in the NCI-60 one-dose screen (48 h, 10 µM unless noted): 100 = growth as untreated, 0 = no growth, -100 = all killed.
# SF-268 – SF-268 CNS cancer cells; actives 3.1% (n = 82,000)
# SNB-75 – SNB-75 CNS cancer. actives 5% (n = 79,000). AID 1794750
# SNB-19 – SNB-19 CNS cancer cells; actives 2.5% (n = 81,000)
# HCC-2998 – HCC-2998 colon cancer. AID 1794799. actives 4.7% (n = 79,000)
# KM12 – KM12 colon cancer cells; actives 5% (n = 82,000); AID 1794800
# SW-620 – SW-620 colon cancer. actives 5.2% (n = 82,000). AID 1794795
# HT29 – HT29 colon cancer | AID 1794748 | actives 7.4% (n = 81,000)
# SF-295 – SF-295 CNS cancer cells; AID 1794758; actives 5.6% (n = 79,000)
# SF-539 – SF-539 CNS cancer. actives 6.8% (n = 81,000)
# Active calls of the source: *; · = no result given; & = joins results of further samples. Rule for the calls: active = growth percent below 10; inactive = the rest.
compound	SF-268	SNB-75	SNB-19	HCC-2998	KM12	SW-620	HT29	SF-295	SF-539
Fc1ccccc1-c1nnc2sc(-c3ccccc3)nn12	99.2	99.2	81.4	104.8	101.4	101.5	101.8	91.4	96.1
O=c1c(O)cccn1CCCNCCCN(CCCn1cccc(O)c1=O)CCCn1cccc(O)c1=O	94.0	104.3	99.8	100.6	105.7	99.1	111.3	101.9	107.5
C/C(=N/NC(=O)c1cc2ccccc2oc1=N)c1ccc([N+](=O)[O-])cc1	101.7	99.5	92.7	106.2	109.3	111.3	105.0	97.8	102.1
COc1ccc2nc(NC(=O)CSc3nnc4n3S(=O)(=O)c3ccccc3N4C)sc2c1	95.8	93.5	111.7	107.5	111.1	107.0	114.2	126.6	106.1
O=C(O)c1cc2ccccc2cc1O	86.2	82.9	91.0	87.5	97.8	97.2	98.5	119.3	92.2
COc1cc(/C=C2\CCCC3=C2N=C2SC(C)=NN2C3c2cc(OC)c(OC)c(OC)c2)cc(OC)c1OC (configuration not stated)	9.9*	-7.8*	32.3	55.4	-37.8*	10.3	13.9	6.0*	-21.6*
CC1=NNC(=O)C1C (configuration not stated)	106.6	91.4	·	103.4	102.4	98.0	108.5	110.1	110.6
O=C(CSc1nc2ccccc2c(=O)[nH]1)Nc1ccc(C(=O)O)cc1	99.4	90.5	90.5	119.9	97.9	109.2	109.7	94.4	88.0
Cc1ccc(NC(=O)Nc2ncccc2OCc2ccccc2)cc1	104.9	103.5	100.2	105.7	99.1	83.5	91.9	97.7	103.9
Cc1ccc(-n2c(-c3cc(-c4ccncc4)n(-c4ccccc4)n3)n[nH]c2=S)cc1	109.7	109.9	105.4	106.0	107.3	117.4	113.3	95.7	110.5
Cc1ccc(/C=C/C(=O)c2cccc(NC(=O)CSc3nc4ccccc4c(=O)n3-c3ccccc3)c2)c(C)c1	98.7	85.1	97.1	120.4	101.2	95.3	98.8	104.1	99.2
COC(=O)C1(C)CCCC2(C)C3CCC(C(C)C)C(CO)C3C(CO)CC12 (configuration not stated)	104.2	82.4	93.0	101.9	102.6	106.3	94.1	105.3	101.9
c1coc(CNc2nc3ccccc3n2CCN2CCCCC2)c1	92.4	98.2	99.2	100.5	91.1	101.8	98.7	·	105.2
Cn1c(=O)[nH]c(=O)c2nc(/C=C/c3ccccc3)c(=O)[nH]c21	98.5	84.6	96.5	98.6	102.9	92.6	101.8	100.8	96.6
CC(C)CCNc1ccc(Cl)cc1	104.2	98.1	114.0	100.0	103.7	101.1	101.9	115.6	104.4

# 4 compounds picked at random from those above, as already listed:
compound	SF-268	SNB-75	SNB-19	HCC-2998	KM12	SW-620	HT29	SF-295	SF-539
CC1=NNC(=O)C1C (configuration not stated)	106.6	91.4	·	103.4	102.4	98.0	108.5	110.1	110.6
O=c1c(O)cccn1CCCNCCCN(CCCn1cccc(O)c1=O)CCCn1cccc(O)c1=O	94.0	104.3	99.8	100.6	105.7	99.1	111.3	101.9	107.5
CC(C)CCNc1ccc(Cl)cc1	104.2	98.1	114.0	100.0	103.7	101.1	101.9	115.6	104.4
C/C(=N/NC(=O)c1cc2ccccc2oc1=N)c1ccc([N+](=O)[O-])cc1	101.7	99.5	92.7	106.2	109.3	111.3	105.0	97.8	102.1

# Carrying on.
compound	SF-268	SNB-75	SNB-19	HCC-2998	KM12	SW-620	HT29	SF-295	SF-539
CC(=O)N(Cc1ccccc1)c1nc2ccc(O)c(CN(C)C)c2s1	94.6	79.2	100.5	105.3	101.6	94.7	109.2	92.6	97.2
CC1=C(C(=O)N(Cc2ccccc2)Cc2ccccc2)C(c2ccccc2)NC(=O)N1 (configuration not stated)	118.2	75.1	105.3	·	117.1	101.1	95.3	·	97.5
Cc1ccc(C(C)C)c(O)c1NC(=O)OC(C)C	93.8	77.5	99.4	89.5	100.3	102.6	·	101.5	·
O=C(/C(=C\c1c(-c2ccccc2)[nH]c2ccccc12)S(=O)(=O)c1ccccc1)c1ccccc1	62.1	45.4	73.8	73.1	27.0	53.0	65.9	-6.6*	75.4
O=C(CCc1nnc(Cn2cncn2)o1)c1nc2ccccc2[nH]1	105.0	99.1	111.0	111.8	113.7	113.2	·	102.9	103.3
O=C(Nc1ccccc1Cl)c1ccc(Cl)cc1	102.6	82.0	100.8	111.0	105.0	91.1	94.8	94.2	97.3
Clc1ccc(N2N=C(c3cccc(Nc4ccncc4)c3)CC2c2ccccc2)cc1 (configuration not stated)	78.1	65.0	95.6	97.0	90.4	86.2	80.7	101.7	86.0
COc1ccc2oc3c(C)c4c(c(C)c3c2c1)C(=O)N(N)C4=O	101.3	106.7	86.3	114.6	103.2	100.5	100.6	99.3	103.3
O=C(Cn1c(O)c(C=Nc2ccc(S(=O)(=O)Nc3ncccn3)cc2)c2ccccc21)c1ccc(Cl)cc1	81.6	64.6	102.8	112.7	95.9	101.8	112.3	101.4	100.9
Clc1ccc(C2=Nn3c(Cc4ccccc4)nnc3SC2)cc1	99.7	102.6	78.2	98.7	103.1	99.7	106.2	86.0	92.9
Cc1cccnn1	101.1	88.3	97.1	112.7	100.3	100.6	112.1	101.0	99.9
COCCn1cc(-c2nc(-c3c[nH]c4ncccc34)cs2)c2ccccc21	63.9	47.2	88.6	34.4	16.4	68.6	50.2	68.8	68.4
NC(=S)c1cnccn1	104.4	94.6	99.2	98.5	104.9	108.9	101.4	104.8	98.6
O=C1SCN(Cc2ccccc2)CN1Cc1ccccc1	96.2	91.0	108.2	115.4	32.4	34.3	90.4	110.1	104.4
O=C(CSc1nnc(-c2ccc(Cl)cc2)o1)Nc1ccc(C(=O)/C=C/c2ccc(Cl)cc2)cc1	99.7	98.1	94.6	93.1	97.8	100.6	99.0	101.2	116.7

compound	SF-268	SNB-75	SNB-19	HCC-2998	KM12	SW-620	HT29	SF-295	SF-539
Fc1ccc(CNCCNc2ncnc3c2cnn3-c2ccccc2)cc1	92.3	·	94.1	·	107.3	102.8	93.1	·	100.0
CCCCCc1ccc(S(=O)(=O)Nc2cc(-c3csc(NC)n3)ccc2N2CCN(C)CC2)cc1	125.0	108.3	97.8	111.4	111.3	105.7	118.5	99.5	95.7
C/C(=N\Nc1ccc([N+](=O)[O-])cc1[N+](=O)[O-])c1ccc[nH]1	106.4	96.5	112.1	97.4	98.9	100.8	105.8	111.7	92.3
Oc1ccc(-c2ccc3c(c2)ncn3-c2ccc(F)cc2)cc1	86.9	54.7	87.2	105.6	52.3	102.9	106.6	99.6	67.0
COc1ccc2nc(-c3ccc(-c4noc(-c5ccccc5)n4)cc3)[nH]c2c1	104.0	108.4	110.6	113.2	89.8	108.9	97.4	·	101.5
CCCOP(=O)(OCCC)OCC1OC(n2ccc(N)nc2=O)C(O)C1O (configuration not stated)	100.4	93.9	99.9	104.9	100.9	107.0	105.6	99.1	102.2
CCC1(c2ccccc2)NC(=O)NC1=O (configuration not stated)	·	82.2	91.7	96.3	105.9	99.2	98.6	98.7	95.9
COc1ccc(OC)c(-c2c(C#N)c(=O)oc3c2c(N)nn3-c2ccccc2)c1	97.2	87.0	98.9	98.8	103.8	104.7	108.5	110.1	100.1
Cc1cc(OC(=O)c2nnn(-c3ccccc3Cl)c2C)nc2[nH]c(=O)sc12	93.9	67.6	95.7	102.6	100.3	102.2	104.7	100.0	102.0
Nc1ccc(N=Nc2ccccc2)c2cc(S(=O)(=O)O)ccc12	98.8	82.5	101.0	103.2	103.0	106.2	94.6	102.7	101.2
COc1ccc(-c2cc(-c3ccc(OC)cc3)n(-c3ccc(-c4nnc(SCC(N)=O)o4)cc3)n2)cc1	103.6	102.8	100.9	102.3	105.2	102.7	·	102.3	101.7
CN(Cc1ccccc1)c1ncnc2[nH]ncc12	112.0	91.6	101.9	89.7	105.8	103.7	114.1	93.2	102.4
COc1cc2oc(-c3ccc(NC(=O)c4ccc([N+](=O)[O-])cc4)cc3)cc(=O)c2c(OC)c1OC	93.8	95.2	104.9	100.0	98.2	113.5	96.5	106.0	106.1
CCOC(=O)C(C(=O)OCC)C(C(=O)OCC)(C(=O)OCC)C(C(=O)OCC)C(=O)OCC	98.5	96.4	100.7	105.7	101.8	104.9	99.3	112.7	100.8
Cn1cc(-c2csc(-c3cn(C(=O)OC(C)(C)C)c4ccc(Br)cc34)n2)c2cccnc21	94.7	78.9	93.2	101.2	100.8	90.4	93.4	79.8	105.9

compound	SF-268	SNB-75	SNB-19	HCC-2998	KM12	SW-620	HT29	SF-295	SF-539
C#Cc1ccc(-n2c(/C=C/c3cc(OC)c(OC)c(OC)c3)nc3ncccc3c2=O)cc1	63.3	34.0	88.9	91.0	·	49.1	16.0	38.0	78.8
Clc1ccc(Nc2nccc(Nc3ccc4[nH]ncc4c3)n2)cc1	60.4	67.6	78.1	94.3	9.1*	33.0	16.6	70.9	75.8
COc1ccc(C=NC2C(O)OC(CO)C(O)C2O)cc1 (configuration not stated)	102.5	111.1	96.9	·	107.5	101.3	103.0	111.0	103.8
Cc1ccc(S(=O)(=O)OCCN2C(=O)c3ccccc3C2=O)cc1	105.4	97.5	106.1	107.0	104.9	101.9	116.5	117.9	123.0
CC1(C)CC(=O)C2=C(C1)N(CCc1ccc(S(N)(=O)=O)cc1)C1=C(C(=O)CC(C)(C)C1)C2c1ccc(O)cc1	97.5	94.5	97.8	107.8	104.5	101.6	104.5	99.3	98.1
COc1ccc(-c2nc(N)nc3c(=O)[nH]ccc23)cc1	100.8	87.5	115.1	·	104.4	104.3	91.8	120.7	93.8
CCOC(=O)c1c(C(C)=O)c([Si](C)(C)C)c2cc(C)ccn12	107.2	91.8	98.5	110.9	105.1	105.3	107.8	94.4	97.9
Cc1oc(-c2ccc(Cl)cc2)nc1C1=NN(C(=O)c2ccncc2)C(c2ccc(F)cc2)C1 (configuration not stated)	86.7	69.6	84.4	93.4	97.2	96.4	101.4	78.1	74.9
Cn1cc(-c2cc(N)n3nc(-c4c[nH]c5ccccc45)cc3n2)c2cc(Cl)ccc21	-46.3*	-14.7*	-91.1*	-80.0*	-70.5*	-84.9*	-51.4*	-88.0*	-92.2*
NC(=O)NC(CC(=O)O)C(=O)O (configuration not stated)	103.5	80.8	104.8	99.8	99.7	96.4	102.4	98.7	89.4
NC(=O)c1ccc(NC(=O)c2cc(Br)c(Br)[nH]2)c(OC2CCNCC2)c1	91.6	75.5	95.4	105.6	106.1	102.3	87.8	102.7	93.2
O=c1[nH]c(=S)[nH]cc1-c1ccc(Cl)c(Cl)c1	85.5	84.1	98.2	103.8	106.6	115.0	101.7	102.6	90.2
CN(CCO)Cc1ccc(Cl)cc1	107.7	97.4	103.8	112.1	112.0	101.0	104.8	101.2	96.0
c1ccc2c(c1)CCN(NCCN1CCCC1)C2	96.6	70.9	107.2	95.0	100.2	94.8	100.7	98.0	97.7
O=C1/C(=C/c2ccccc2O)SC(=S)N1CCCN1CCOCC1	104.0	98.1	107.2	104.8	93.3	85.9	·	100.9	92.6

# The line under a structure holds: SF-268 | SNB-75 | SNB-19 | HCC-2998 | KM12 | SW-620 | HT29 | SF-295 | SF-539
CC(O)c1ccc(C(C)(C)C)cc1 (configuration not stated)
    98.4 | 92.8 | 100.2 | 106.1 | 106.6 | 109.9 | 102.8 | 92.6 | 99.8
CC(=O)N(Cc1ccccc1)C1CC(=O)N(Cc2ccccc2)C1=O (configuration not stated)
    115.7 | 92.6 | 105.1 | · | 117.9 | 108.8 | 93.8 | · | 108.4
CN(C)c1ccc(C2SCC(=O)N2NC(=O)c2ccc(NC(=O)c3ccccn3)cc2)cc1 (configuration not stated)
    95.7 | 95.8 | 99.7 | 121.6 | 96.2 | 94.4 | 104.4 | 95.7 | 100.2
COc1ccc(C(=O)Nc2cccc(C3CC(=O)c4c(cc(OC)c(OC)c4OC)O3)c2)cc1 (configuration not stated)
    46.6 | -11.4* | 18.3 | 64.9 | 13.8 | 27.3 | 6.3* | 9.6* | -29.7*
NC1=NN(c2ccccc2)C(=O)C1
    113.7&97.0 | 94.1&75.7 | 117.9&90.7 | 107.7&101.7 | 100.9&105.7 | 100.7&90.0 | 110.1&98.4 | 103.6&104.8 | 110.2&93.5
C/C=C1\SC(=S)NC1=O
    103.5 | 88.5 | 101.7 | 85.0 | 105.8 | 112.5 | 108.2 | 101.6 | 93.9
CC1(C)N=C(N)N=C(N)N1c1ccc(F)c(C(F)(F)F)c1
    23.2 | 59.0 | 44.0 | 34.3 | 27.2 | 30.2 | 19.3 | 19.5 | 23.2
Cc1ccc(NC(=S)NNC(=O)c2cn3c4c(c(N5CCN(C)CC5)c(F)cc4c2=O)OCC3C)cc1 (configuration not stated)
    90.5 | 94.5 | 97.0 | 111.9 | 101.9 | 101.2 | 102.0 | 99.1 | 99.5
Cc1ccc(N)c2ccccc12
    97.4 | 69.7 | 100.1 | 98.3 | 101.4 | 110.0 | 119.2 | · | 89.1
CN1C[C@H](C(=O)N[C@]2(C)O[C@@]3(O)[C@@H]4CCCN4C(=O)[C@H](Cc4ccccc4)N3C2=O)C[C@@H]2c3cccc4[nH]cc(c34)C[C@H]21
    76.2 | 49.6 | 86.9 | 89.3 | 93.1 | 98.5 | 70.8 | 87.2 | 90.3
C/C(=C\CCc1ccoc1)CC/C=C(\C)CCCN1CCCC1
    81.2 | 83.8 | · | 103.0 | 70.1 | 85.6 | 59.8 | 90.3 | 71.7

# High-throughput results from PubChem BioAssay.
